Screening data: PubChem BioAssay, National Center for Advancing Translational Sciences (NCATS)
Lamin A splicing = qHTS Assay for Modulators of Lamin A Splicing; HeLa LMNA splicing GFP/RFP minigene ratio, 48 h; Potency, µM (titrated, usually from 46.1 µM), inactives show top-dose ratio change, negative = inhibition, hits mostly inhibitors; hit rate 0.01% among 200,000; AID 1487, 2009; active = well fitted inhibition curve with a large enough effect in the signal ratio, with a control signal flat, not every such curve was filed as active; inconclusive = small, poorly fitted or top-dose-only effect, or effect the other way, or a change in a side signal; the % refers to the signal ratio; note: potency is the fitted concentration of half-maximal effect; % is set by controls: 0 for no effect and ±100 for the full control effect
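Read-out is the ratio of GFP to DsRed2 object intensity, acquired by 488 nm laser-scanning cytometry on HeLa lamin A-EGFP minigene reporter cells. Compound incubation 48 hrs at 37 °C in Opti-MEM with 2% FBS; DMSO 0.5% final.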
aGlu spleen mod = qHTS Assay for Inhibitors and Activators of Human alpha-Glucosidase From Spleen Homogenate; Potency, µM (titrated, usually from 79.9 µM), for inactives: at the top dose activity change, negative = inhibition, actives largely listed as inhibitors; AID 2112, 2009; hit rate 0.006% among 240,000; human spleen homogenate, 4-MU-alpha-glucoside fluorescence; Lysosomal alpha-glucosidase (Homo sapiens), P10253;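 note: potency is the fitted concentration of half-maximal effect; 0% = enzyme with vehicle and -100% = no enzyme basal signal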
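Enzyme source: human spleen homogenate, 1 ug/well. Buffer 50 mM citric acid/K phosphate pH 5.0, 0.01% Tween-20. 4-MU-alpha-glucoside 1 mM; 37 C x 40 min; NaOH/glycine stop; fluorescence.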
GAA glycogen mod = qHTS Assay for Inhibitors and Activators of Human alpha-Glucosidase Cleavage of Glycogen | recombinant GAA, glycogen substrate, Amplex Red glucose oxidase fluorescence | Potency, µM (top dose mostly 76.4 µM), inactives show top-dose activity change, negative = inhibition, actives largely listed as inhibitors | hit rate 0.38% among 300,000;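 note: potency is the fitted concentration of half-maximal effect; 0% = full enzyme reaction and -100% = no-enzyme basal signal; the screen sought inhibitors and activators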
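Recombinant enzyme (4 nM final) with compounds titrated up to 77 uM and bovine liver glycogen (30 ug) in citrate pH 5.0, 0.01% Tween-20, 37 C 40 min. Released glucose detected by Amplex Red/glucose oxidase (Ex 573/Em 610); AC50 from Hill fits.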
CBFb RUNX1 block = qHTS Assay for Compounds Blocking the Interaction Between CBF-beta and RUNX1 for the Treatment of Acute Myeloid Leukemia | Runt-related transcription factor 1 (Homo sapiens) + Core-binding factor subunit beta … | AlphaScreen CBFb-His/RUNX1-biotin binding, biochemical | Potency, µM (titrated, usually from 59.8 µM), without a hit: at the top dose activity, negative = inhibition, usual class: inhibitors | 230,000 tested, under 10 active | AID 1477, 2009; note: % of control where 0% means no effect
Target sequence (Q01196 whole entry, looked up): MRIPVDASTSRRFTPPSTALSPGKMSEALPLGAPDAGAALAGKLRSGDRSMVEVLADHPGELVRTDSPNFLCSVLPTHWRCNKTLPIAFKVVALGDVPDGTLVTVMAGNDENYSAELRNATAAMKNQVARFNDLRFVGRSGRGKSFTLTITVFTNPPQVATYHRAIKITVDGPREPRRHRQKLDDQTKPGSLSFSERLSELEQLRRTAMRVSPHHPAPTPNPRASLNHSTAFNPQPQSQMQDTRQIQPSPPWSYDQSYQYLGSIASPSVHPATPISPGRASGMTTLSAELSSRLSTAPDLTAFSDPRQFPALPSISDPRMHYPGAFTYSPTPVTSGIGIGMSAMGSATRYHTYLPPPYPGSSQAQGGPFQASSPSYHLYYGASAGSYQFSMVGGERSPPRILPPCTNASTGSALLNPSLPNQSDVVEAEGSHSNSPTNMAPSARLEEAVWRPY
Target sequence (Q13951 whole entry, looked up): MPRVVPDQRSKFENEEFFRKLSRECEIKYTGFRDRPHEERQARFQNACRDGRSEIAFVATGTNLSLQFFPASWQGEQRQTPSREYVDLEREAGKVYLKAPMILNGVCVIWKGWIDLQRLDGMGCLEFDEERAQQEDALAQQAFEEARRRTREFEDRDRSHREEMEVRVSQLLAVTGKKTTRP
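AlphaScreen binding: CBFb-His and RUNX1-biotin (30 nM each) preincubated 20 min, compound added for 15 min, then nickel and streptavidin beads for 90 min, all at room temperature. Disruption of the interaction by any mechanism counts as activity.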
Active calls of the source: *; ? = inconclusive; . = no result given; & = joins results of further samples; [ ] = another dose, or the depositor's remark. Unless noted, calls come from the whole dose curve; as a rule, active = well fitted curve in the direction sought with a large enough effect; inconclusive = small, poorly fitted or top-dose-only effect, or another doubt; inactive = no such curve, though single readings can be large; an effect the other way counts as inactive or inconclusive. A portion of the library, so the mix of outcomes need not match the whole.

[1] Cc1c(C(=O)NCCN(C)C)oc2c1-c1nn(Cc3ccccc3Cl)cc1CC2
[2] CC1Cn2cc(C(=O)Nc3cccc(C(F)(F)F)c3)c(=O)c3c(Cl)ccc(c32)O1 (stereo not given)
[3] O=C(Nc1cccc(O)c1)c1cc(-c2ccccc2F)no1
[4] Cc1cc(C)cc(N2CCn3c2nc2c3c(=O)n(Cc3c(F)cccc3Cl)c(=O)n2C)c1
[5] COc1ccc(-c2cc(C(=O)Nc3c(C(=O)c4ccc(Cl)cc4)oc4ccccc34)no2)cc1
[6] O=C(O)c1ccc2c(c1)C(=O)N([C@]1(C(=O)O)C[C@H]1c1ccccc1)C2=O
[7] C=C1CCN(C(CC(C)C)C(=O)Nc2nc3ccc(Cl)cc3s2)S(=O)(=O)c2ccccc21 (stereo not given)
[8] CC(=O)Nc1ccc(SCC(c2ccccc2)N2CCN(CCc3ccccc3)CCC2=O)cc1 (stereo not given)
[9] N#Cc1ccc(C[C@@H](NS(=O)(=O)c2ccc(C(=O)O)cc2)C(=O)O)cc1
[10] CCCC[C@@H]1CCCO[C@@](C(=O)NCc2ccccn2)(C(F)(F)F)C1

assay / compound	1	2	3	4	5	6	7	8	9	10
Lamin A splicing	17%[46 µM]	2%[46 µM]	-2%[46 µM]	1%[46 µM]	2%[46 µM]	.	.	.	.	.
aGlu spleen mod	.	.	.	.	.	-4%	-3%	2%	3%	-6%
GAA glycogen mod	-3%[76.3 µM]	-7%[76.3 µM]	-11%[76.3 µM]	19%[76.3 µM]	12%[76.3 µM]	.	.	.	.	.
CBFb RUNX1 block	.	.	.	.	.	-1%	-5%	5%	-5%	19%

[11] COc1ccc(C2CC(c3ccccc3)Oc3cc(OC)c(OC)c(OC)c32)cc1 (stereo not given)
[12] O=C(c1ccc(Cl)cc1Cl)n1nnc2ccccc21
[13] NC(=O)c1ncn([C@@H]2O[C@H](CO)[C@@H](O)[C@H]2O)c1N
[14] CCCCCCCCC(C)O (stereo not given)
[15] COc1ccc(-c2nnc3n2N=C(c2c(OC)cccc2OC)CS3)c(OC)c1
[16] COc1ccc(SCC(Cc2ccccc2)N2CCN(CC(C)C)CCC2=O)cc1 (stereo not given)
[17] O=C(O)c1ccc2c(c1)C(=O)N([C@H](Cc1cccc3ccccc13)C(=O)O)C2=O
[18] CSCC[C@H](NC(=O)[C@H](CC(C)C)NC(=O)CNC(=O)[C@H](Cc1ccccc1)NC(=O)[C@H](Cc1ccccc1)NC(=O)[C@H](CCC(N)=O)NC(=O)[C@H](CCC(N)=O)NC(=O)[C@@H]1CCCN1C(=O)[C@H](CCCCN)NC(=O)[C@@H]1CCCN1C(=O)[C@@H](N)CCCN=C(N)N)C(N)=O
[19] COc1ccc2[nH]c(-c3ccccc3)cc(=O)c2c1
[20] COc1ccc(-c2ccc(N(C)C)cc2)cc1C1C2C=CCC(C)C2C(=O)N1Cc1ccccc1 (stereo not given)

assay / compound	11	12	13	14	15	16	17	18	19	20
Lamin A splicing	.	.	.	.	.	.	.	.	.	.
aGlu spleen mod	7%&-16%	8%	3%	6%	5%	-6%	0%	3%	-4%[119 µM]	1%
GAA glycogen mod	.	.	.	.	.	.	.	.	.	.
CBFb RUNX1 block	-4%&20%	2%	3%	6%	4%	2%	-11%	8%	-4%[89.1 µM]	-23%

[21] CC(C)COC(=O)N1C(COCc2ccccc2)CCC=CS1(=O)=O (stereo not given)
[22] C/C=C1\COC(C(=O)NCc2ccncc2)(C(F)(F)F)C=C1C=C1CCCCC1 (stereo not given)
[23] Cc1ccncc1C(=O)O
[24] CC(C)[C@H](NC(=O)[C@H](CCCCN)NC(=O)[C@@H](NC(=O)[C@@H]1CCCN1C(=O)[C@H](CCCN=C(N)N)NC(=O)[C@H](CCCN=C(N)N)NC(=O)[C@H](CCCCN)NC(=O)[C@H](CCCCN)NC(=O)CNC(=O)[C@@H](NC(=O)[C@@H]1CCCN1C(=O)[C@@H](N)CCCCN)C(C)C)C(C)C)C(=O)N[C@@H](Cc1ccc(O)cc1)C(=O)N1CCC[C@H]1C(=O)O
[25] O=C(NCc1ccccc1)C1(C(F)(F)F)C/C(=C\Cc2ccccc2)CCCO1 (stereo not given)
[26] O=C1C2C(c3ccccc3)CC=CC2C(c2ccc(C(F)(F)F)cc2)N1Cc1ccccc1 (stereo not given)
[27] O=C1C[C@@H](c2ccccc2Cl)N1S(=O)(=O)c1ccccc1[N+](=O)[O-]
[28] CC[C@H](C)[C@H](NC(=O)[C@@H](NC(=O)[C@@H](CC(=O)NO)Cc1ccccc1)[C@@H](C)CC)C(=O)O
[29] CCCCCCCCCCCCCC[C@@H](O)[C@@H](O)[C@@H](N)CO
[30] Cc1nn(C)c2nc(NNC(=O)Nc3cc(Cl)nc(Cl)c3)cc(C(C)C)c12

assay / compound	21	22	23	24	25	26	27	28	29	30
Lamin A splicing	.	.	.	.	.	.	.	.	.	.
aGlu spleen mod	3%	1%	-6%	4%	-4%	-1%	-11%	-1%	-11%	1%
GAA glycogen mod	.	.	.	.	.	.	.	.	.	.
CBFb RUNX1 block	-3%	-7%	?	6%	-10%	22%	11%	10%	3%	3%

Reformatted with each value named: four of the compounds above
29: CCCCCCCCCCCCCC[C@@H](O)[C@@H](O)[C@@H](N)CO
  Lamin A splicing: .
  aGlu spleen mod: -11%
  GAA glycogen mod: .
  CBFb RUNX1 block: 3%
28: CC[C@H](C)[C@H](NC(=O)[C@@H](NC(=O)[C@@H](CC(=O)NO)Cc1ccccc1)[C@@H](C)CC)C(=O)O
  Lamin A splicing: .
  aGlu spleen mod: -1%
  GAA glycogen mod: .
  CBFb RUNX1 block: 10%
27: O=C1C[C@@H](c2ccccc2Cl)N1S(=O)(=O)c1ccccc1[N+](=O)[O-]
  Lamin A splicing: .
  aGlu spleen mod: -11%
  GAA glycogen mod: .
  CBFb RUNX1 block: 11%
23: Cc1ccncc1C(=O)O
  Lamin A splicing: .
  aGlu spleen mod: -6%
  GAA glycogen mod: .
  CBFb RUNX1 block: ?

The results go on.
[31] CC(C)=CC(=O)Oc1ccc(C(=O)N(C)c2ccccc2I)cc1
[32] COc1ccc(SCC(Cc2ccccc2)N2CCN(C)CCC2=O)cc1 (stereo not given)
[33] CCSC[C@H](NC(=O)[C@H](C)NC(=O)[C@@H](N)Cc1ccc(O)cc1)C(=O)N[C@@H](CC(=O)O)C(=O)N[C@H](C(=O)N[C@@H](C)C(=O)N[C@H](C(=O)N[C@@H](CSCC)C(=O)N[C@H](C(=O)N[C@H](C(=O)N[C@@H](Cc1cnc[nH]1)C(=O)N[C@@H](CCCNC(=N)N)C(=O)N[C@@H](CC(C)C)C(=O)N[C@@H](C)C(=O)NCC(=O)N[C@@H](CC(C)C)C(=O)N[C@@H](CC(C)C)C(=O)N[C@@H](CO)C(=O)N[C@@H](CCCNC(=N)N)C(=O)N[C@@H](CO)C(=O)NCC(=O)NCC(=O)N[C@H](C(=O)N[C@H](C(=O)N[C@@H](CCCCN)C(=O)N[C@@H](CC(N)=O)C(=O)N[C@@H](CC(N)=O)C(=O)N[C@@H](Cc1ccccc1)C(=O)N[C@H](C(=O)N1CCC[C@H]1C(=O)N[C@H](C(=O)N[C@@H](CC(N)=O)C(=O)N[C@H](C(=O)NCC(=O)N[C@@H](CO)C(=O)N[C@@H](CCCCN)C(=O)N[C@@H](C)C(=O)N[C@@H](Cc1ccccc1)C(N)=O)C(C)C)[C@@H](C)O)C(C)C)C(C)C)C(C)C)[C@@H](C)O)C(C)C)[C@@H](C)O)[C@@H](C)O
[34] Cc1noc(C)c1-c1ccc2ncnc(NCc3ccccc3Cl)c2c1
[35] Cc1ccc(SCC(CC(C)C)N2CCN(C)CCC2=O)cc1 (stereo not given)
[36] CCCCC1=CC2=CC(=O)C(C)(OC(=O)CCC(=O)OC)C(=O)C2=CO1 (stereo not given)
[37] C[C@]12CCC3c4ccc(O)cc4CCC3C1CCC2OC(=O)CCC1CCCC1 (stereo not given in full)
[38] COc1cc2c(c(OC)c1OC)C(c1ccc3c(c1)OCO3)CC(=O)O2 (stereo not given)
[39] CC[C@H](C)[C@H](NC(=O)[C@H](Cc1ccc(O)cc1)NC(=O)[C@@H]1CCCN1C(=O)[C@@H](N)CCCN=C(N)N)C(=O)N[C@@H](CC(C)C)C(=O)O
[40] O=c1cc(-c2ccc(O)cc2)oc2cc(OC3OC(CO)C(O)C(O)C3O)c(C3OC(CO)C(O)C(O)C3O)c(O)c12 (stereo not given)

assay / compound	31	32	33	34	35	36	37	38	39	40
Lamin A splicing	.	.	.	.	.	.	.	.	.	.
aGlu spleen mod	-1%	5%	?	4%	0%	-4%	-17%	0%[119 µM]	4%	0%
GAA glycogen mod	.	.	.	.	.	.	.	.	.	.
CBFb RUNX1 block	-1%	-1%	7%	5%	-1%	4%	-2%	-1%[89.1 µM]	1%	12%

[41] CCC[C@@H]1CCCO[C@@](C(=O)NCc2ccc(S(C)(=O)=O)cc2)(C(F)(F)F)C1
[42] O=C(O)c1ccc(-c2ccc3cc(C45CC6CC(CC(C6)C4)C5)c(O)cc3c2)cc1
[43] CC1(C)CCC[C@@](C)([C@H]2CC[C@]3(C)[C@@H]2[C@H](O)C[C@@H]2[C@@]4(C)CC[C@H](O)C(C)(C)[C@@H]4CC[C@]23C)O1
[44] COc1cccc([C@@H]2Oc3ccc(Br)cc3C(=O)[C@H]2OC(=O)Nc2ccc(OC(F)F)cc2)c1
[45] COc1cc(OC)cc(C2=Nn3c(nnc3-c3cccc(OC)c3)SC2)c1
[46] CCC[C@H](NC(=O)[C@H](CC(C)C)N(C)C(=O)CNC(=O)[C@@H](NC(=O)[C@H](Cc1ccccc1)NC(=O)[C@H](CCCCN)NC(=O)[C@@H](N)CC(=O)O)C(C)C)C(N)=O
[47] CC(CC(C)(C)C)CP(=O)(O)CC(C)CC(C)(C)C (stereo not given)
[48] CC(C)CCNC(=O)C(CC(C)C)NC(=O)C1OC1C(=O)O (stereo not given)
[49] COc1cccc(C2=Nn3c(nnc3-c3cccc(OC)c3)SC2)c1
[50] O=C(Oc1ccccc1)C1O[C@@H]1c1ccccc1 (stereo not given in full)
[51] COC(=O)C(NS(=O)(=O)CCl)C(C)C (stereo not given)
[52] COc1cc(-c2oc3cc(O)cc(O)c3c(=O)c2OC[C@@H]2OC(O[C@@H]3O[C@@H](C)[C@H](O)[C@@H](O)[C@H]3O)[C@@H](O)[C@H](O)[C@@H]2O)ccc1O (stereo not given in full)

assay / compound	41	42	43	44	45	46	47	48	49	50	51	52
Lamin A splicing	.	.	.	.	.	.	.	.	.	.	.	.
aGlu spleen mod	-3%	2%	8%	-1%	-10%	-3%	-1%	4%	-4%	5%	7%	1%
GAA glycogen mod	.	.	.	.	.	.	.	.	.	.	.	.
CBFb RUNX1 block	-6%	-21%	8%	-4%	-5%	10%	4%	7%	-6%	14%	-10%	11%
